# TrxR1 inh = rat TrxR1 inhibition. O89049. 390,000 tested, 1% active. recombinant rTrxR1, NADPH fluorescence consumption, selenite substrate. Potency, µM (series often up to 114 µM), for inactives: at the top dose activity change, negative = inhibition, usual class: inhibitors; note: potency is the fitted concentration of half-maximal effect; % is set by controls: 0 for no effect and ±100 for the full control effect; nearly all actives have a fitted effect of over 65% in size
#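 Rat TrxR1 (90 nM in the dispensed reagent) was pre-reduced with 400 uM NADPH for 5 min at room temperature, then incubated with compound for 15 min. After 400 uM selenite was added, NADPH fluorescence (Ex 340/Em 450 nm) was followed for 8 min.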
# D2 ag = agonists of human D2 dopamine receptor; HEK293 T-REx D2 cells, calcium flux agonist mode; activation, % at 2 µM; 340,000 tested, 0.53% active;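 active = activation over 3 SD above normal in the single-dose calcium agonist read, cut at about 30% in these data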; note: 0% is about no effect
#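 Tetracycline-induced HEK293 T-REx cells with force-coupled D2 receptor, plated overnight at 30 C, loaded with no-wash calcium dye. After a 10 s baseline, compound was pin-added and calcium flux read kinetically for 180 s; calcium rises flagged agonists.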
# USP1-UAF1 inh = USP1/UAF1 (human) deubiquitinase inhibition; recombinant USP1/UAF1, Ub-Rhodamine cleavage fluorescence; AID 743255; Potency, µM (top dose mostly 57.1 µM), for inactives: top-dose activity change, negative = inhibition, most hits filed as inhibitors; O94782; 390,000 tested, 0.23% active; note: potency is the fitted concentration of half-maximal effect; % is set by controls: 0 for no effect and ±100 for the full control effect; nearly all actives have a fitted effect of over 60% in size; inactives centre near -12
# Target sequence (O94782 whole entry, looked up): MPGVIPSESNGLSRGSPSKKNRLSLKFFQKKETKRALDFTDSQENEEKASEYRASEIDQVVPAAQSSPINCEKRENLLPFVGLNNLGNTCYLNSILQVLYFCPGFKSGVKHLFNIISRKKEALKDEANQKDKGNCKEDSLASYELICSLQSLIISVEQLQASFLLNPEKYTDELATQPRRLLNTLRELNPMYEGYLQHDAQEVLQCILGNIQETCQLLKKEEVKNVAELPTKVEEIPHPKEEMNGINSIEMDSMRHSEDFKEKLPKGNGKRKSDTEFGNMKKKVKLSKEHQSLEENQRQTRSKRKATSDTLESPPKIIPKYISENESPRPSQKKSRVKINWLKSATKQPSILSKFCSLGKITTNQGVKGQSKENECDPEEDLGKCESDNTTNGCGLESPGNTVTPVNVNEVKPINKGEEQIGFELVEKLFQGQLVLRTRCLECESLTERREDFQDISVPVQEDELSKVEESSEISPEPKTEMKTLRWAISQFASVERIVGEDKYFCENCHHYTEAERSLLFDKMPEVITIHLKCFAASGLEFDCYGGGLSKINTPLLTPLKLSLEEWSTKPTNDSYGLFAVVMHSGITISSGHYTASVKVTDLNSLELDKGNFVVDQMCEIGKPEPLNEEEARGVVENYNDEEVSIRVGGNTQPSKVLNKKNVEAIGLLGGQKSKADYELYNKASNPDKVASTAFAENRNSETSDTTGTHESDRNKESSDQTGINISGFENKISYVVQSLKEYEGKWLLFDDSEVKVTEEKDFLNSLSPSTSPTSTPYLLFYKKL
#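 1 nM enzyme complex + cpd, 15 min RT; start with Ub-Rho 150nM final; kinetic fluorescence ex 480/em 540, 6 reads q60 s. Buffer 50mM HEPES pH 7.8, 0.5mM EDTA, 0.1 mg/ml BSA, 1mM TCEP, 0.01% Tween-20.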
# mIDH1 inhibitor = blocks human mutant IDH1 R132H enzyme; O75874; IDH1-R132H enzyme, NADPH consumption, diaphorase/resazurin fluorescence; Potency, µM (highest dose often 76.6 µM), without a hit: at the highest dose activity change, negative = inhibition, actives largely listed as inhibitors; 390,000 tested, 0.093% active; AID 602179; note: potency is the fitted concentration of half-maximal effect; % is set by controls: 0 for no effect and ±100 for the full control effect; nearly all actives have a fitted effect of over 65% in size
#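 IDH1-R132H (0.5 ug/mL) preincubated 30 min with compound, then NADPH (0.016 mM) and alpha-KG (2 mM) added; 80 min at RT, pH 7.5. Remaining NADPH coupled via diaphorase/resazurin to fluorescence (540/590 nm); concentration-response curves normalized to no-enzyme control.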
# D2 antag = antagonizes the human D2 dopamine receptor; inhibition, % at 10 µM; HEK293 TREx D2 cells, calcium flux, dopamine EC80; P14416; 340,000 tested, 2% active; in the data active = inhibition above about 30%; note: 0% is about no effect
#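 Antagonism is scored as inhibition of an EC80 dopamine-evoked calcium signal in a force-coupled, tetracycline-inducible HEK293 T-REx D2 line, with compound present 180 s before agonist.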
# TRHR ag = TRH receptor (human) agonism | TRHR cells, calcium flux fluo-8, FDSS agonist mode | 360,000 tested, 0.18% active | P34981 | activation, % at 2 µM | AID 493084; in the data active = activation above about 30%; note: 0% is about no effect
#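 TRHR-expressing cells, plated overnight in medium with 10% serum, were loaded with fluo-8 calcium dye at room temperature. After a 10 s baseline, library compound was pin-added and calcium release was recorded kinetically (ex 480/em 530) as agonist response.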
# PI4K2A block = inhibitors of human PI4K2A. Q9BTU6. purified PI4K2A, ADP-Glo luminescence, 1 h; stronger effect = lower value. activity change, negative = inhibition, % at 76.9 µM. 420,000 tested, 0.13% active. AID 1346378; in the data active = activity change below about -50%; inconclusive = mostly about -30% to -49%;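 note: -100% = wells without enzyme as full effect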
#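 PI4K2A activity was measured by ADP-Glo luminescence: enzyme (4 ug/mL stock) and phosphatidylinositol (1.2 mM stock) in Tris pH 7.5/MgCl2/EGTA/Triton X-100 buffer were reacted with ATP (300 microM stock) for one hour at ambient temperature.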
# TRHR PAM = allosteric enhancers of human TRH receptor | 360,000 tested, 0.66% active | AID 493056 | enhancement, % at 2 µM | P34981 | TRHR cells, fluo-8 calcium fluorescence, EC20 TRH enhancement; in the data active = enhancement above about 30%; note: 0% is about no effect
#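 TRHR-expressing cells loaded with fluo-8 calcium dye were read kinetically (ex 480/em 530) during compound addition, then stimulated with an EC20 of TRH (10 nM final). Enhancement of the Gq-mediated intracellular calcium response was scored.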
# TrxR1 substrate = substrates of rat thioredoxin reductase 1. AID 588456. 390,000 tested, 0.01% active. O89049. purified TrxR1 substrate turnover, NADPH consumption readout. Potency, µM (series often up to 114 µM), for the others: at the highest dose activity change, negative = substrate turnover; note: potency is the fitted concentration of half-maximal effect; % is set by controls: 0 for no effect and ±100 for the full control effect; nearly all actives have a fitted effect of over 50% in size
#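 Rat TrxR1, dispensed at 90 nM, was prereduced with 400 uM NADPH (final) for 5 min at ~22 deg C, then incubated with compound 15 min before 400 uM selenite. A first-read NADPH fluorescence drop versus no-compound background flagged substrates.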
# The depositor's hits bear a star; ? = inconclusive; . = not tested or not shown; & = joins results of further samples; [ ] = dose if it differs, or a comment. Unless noted, calls come from the whole dose curve; as a rule, active = well fitted inhibition curve with a large enough effect; inconclusive = small, poorly fitted or top-dose-only effect; inactive = no such curve, though single readings can be large or run the other way.
SMILES,TrxR1 inh,D2 ag,USP1-UAF1 inh,mIDH1 inhibitor,D2 antag,TRHR ag,PI4K2A block,TRHR PAM,TrxR1 substrate
CC(C)CN(C(=O)CCNC(=O)c1ccc(Cl)cc1)c1c(N)n(CC(C)C)c(=O)[nH]c1=O,5.3%,-0.1,-21.0%,1.6%,1.3,0.7,0.4,-1.2,3.8%
COCCCn1c(SCC(=O)Nc2cccc(C(=O)OC)c2)nnc1-c1ccncc1,-4.6%,1.2,-16.8%,4.7%,0.0,-0.3,1.6,-14.5,-1.1%
O=C(Nc1cccc(C(F)(F)F)c1)C1CC(=O)N(CCc2ccccc2)C1 (stereo unspecified),17.7%,0.3,-20.1%,8.2%,62.5*,-0.1,-3.6,-7.2,5.3%
CC1CC(Nc2cccc(O)c2)=CC(=O)O1 (stereo unspecified),6.8%[57.1 µM],.,-14.9%,7.3%,.,0.1,1.4,0.9,-9.5%[57.1 µM]
COc1cccc(CNC(=O)CSC2=Nc3ccccc3N=C(c3ccc(F)cc3)C2)c1,15.0%[57.1 µM],.,-7.7%,1.4%,.,1.2,0.3,-3.5,-4.2%[57.1 µM]
O=C(Nc1ccccc1-c1nc2ccccc2[nH]c1=O)c1cccs1,16.1%,-0.5,-25.1%,8.0%,8.0,-0.4,9.7,-0.3,4.1%
CCOc1ccc(S(=O)(=O)N2CCN(C(=O)c3cccn3C)CC2)cc1,15.9%,-1.0,-20.0%,-3.0%,-4.7,-0.2,0.2,0.4,11.5%
COc1ccc(COC(=O)NNC(=O)c2ccccc2Cl)cc1,-5.6%,0.1,4.7%,16.3%,1.6,-0.3,-7.0,5.5,-3.6%
C=CCc1c(C)nc(SC)nc1Nc1ccccc1,0.7%,-0.5,-5.1%,6.2%,-11.0,-0.5,3.5,7.9,-1.9%
CNC(=S)N1N=C(c2ccc(C)cc2)CC1c1ccc(Cl)cc1 (stereo unspecified),-6.1%,-0.4,2.3%,-1.6%,-12.5,0.5,6.7,9.7,-4.5%
CC(=O)NCCNC(=O)CCCn1c(=O)[nH]c2ccsc2c1=O,19.2%,0.1,-20.4%,0.0%,.,0.3,2.5,8.2,4.3%
O=C(CSc1c2c(nc3ccc(Cl)cc13)CCCC2)NCc1ccco1,-27.4%[57.1 µM],-0.9,-14.4%,-1.3%,-6.5,-1.6,-5.1,-7.7,8.8%[57.1 µM]
O=C(/C=C/c1cccs1)Nc1ccc(S(=O)(=O)Nc2ncccn2)cc1,12.4%[0.0914 µM],0.0,-3.9%,2.5%,-0.9,0.3,5.6,-0.3,-12.5%
CCN(CC(=O)NC1CCS(=O)(=O)C1)C(=O)COc1ccccc1-c1ccccc1 (stereo unspecified),-11.4%,-1.1,-5.6%,-2.7%,-5.5,0.5,0.3,1.9,-12.1%
CN(C)CCNC(=O)CN1C(=O)COc2ccc(C(C)(C)C)cc21,29.7%,-0.1,-24.6%,5.1%,35.5*,0.1,-0.8,-0.3,4.6%
Cc1c(C(=O)NCc2cccnc2)oc2ccccc12,-4.7%[57.1 µM],0.4,-9.7%,16.7%,2.2,-1.0,-3.2,3.7,4.1%[57.1 µM]
CCn1cc(C(=O)NCc2ccccc2)c(=O)c2cc(F)c(N3CCN(C(=O)c4ccco4)CC3)cc21,6.2%[57.1 µM],0.2,-8.4%,-6.7%,9.9,0.4,-5.3,-6.8,61.3%[activator][57.1 µM]
CCCn1c2ccc(F)cc2c2nnc(SCCN3CCCCC3)nc21,-21.0%&6.1%,0.0&-0.2,-13.1%&7.6%,7.6%&0.0%,4.0,-1.2&-2.6,-0.9&5.3,-2.8&-5.1,-8.3%
Cc1cccc(C)c1-n1ncc(C(=O)N2CCN(c3ccccc3)CC2)c1C1CCN(C(=O)OC(C)(C)C)CC1,10.1%,-0.8,-5.9%,-6.2%,.,1.0,1.5,-4.9,-1.0%
CN1CCN(C(=O)CN2C(=O)COc3ccc(S(=O)(=O)N4CCOCC4)cc32)CC1,-7.8%,0.3,?,-2.6%,-1.3,1.2,-3.2,2.9,-5.0%
Cc1cc(=O)oc2c(C)c(OCC(=O)NCCc3ccc(S(N)(=O)=O)cc3)ccc12,17.6%,0.2,-18.2%,0.0%,1.8,-0.1,1.7,1.7,22.8%
CCOc1ccc(NC(=O)CSc2nncc(=O)[nH]2)cc1,11.3%,0.1,-6.7%,-3.7%,-5.4,0.7,7.1,-2.4,6.0%
COC(=O)N(NC(=O)C(O)(c1ccccc1)c1ccccc1)c1ccccc1,-10.8%,1.1,-20.6%,3.8%,-3.9,0.3,4.3,-1.5,-8.3%
O=C(O)C(Cc1ccccc1)N1Cc2ccccc2C1=O (stereo unspecified),-9.7%,0.1,-15.8%,-2.6%,2.4,0.6,-2.1,-2.1,-6.6%
COc1ccc(S(=O)(=O)N2CCCCCC2)cc1C(=O)N(C)Cc1ccc(C(C)(C)C)cc1,6.7%,-0.1,-12.9%,-10.7%,7.6,0.6,1.5,-4.2,-4.7%
Cc1onc(-c2c(F)cccc2Cl)c1C(=O)N(C)CC(=O)Nc1cccc(F)c1,-0.8%,-0.4,-19.5%,5.7%,0.8,0.8,-4.5,-5.4,-1.8%
O=C(c1coc2ccc(O)c(CN3CCOCC3)c12)C1CC1,15.2%,-1.0,-9.1%,1.3%,3.8,-0.2,-1.3,7.5,6.6%
CCN(CC(=O)Nc1cc(Cl)ccc1C)C(=O)c1oc2ccc(OC)cc2c1C,-1.5%,0.0,-3.1%,2.2%,-13.6,0.2,1.0,3.2,5.7%
O=C(NC1CCCCC1)C1CCN(c2cnccn2)CC1,4.0%,1.0,-7.2%,2.0%,-17.9,0.1,-3.4,-1.7,-0.2%
COc1cccc(CNC(=O)COc2cc(O)c3c(c2)OC(C)(C)CC3=O)c1,-0.9%,21.9,8.4%,-3.4%,-2.3,-0.8,0.1,0.4,-3.5%
CCCOc1ccc(/C=C2/C(=O)ON=C2C)cc1OCC,?,-1.1,-25.5%,-5.4%,0.6,-0.1,3.3,-1.9,-1.3%
O=c1c2ccccc2nnn1-c1ccc(Br)cc1,-6.3%,-0.3,-14.7%,-3.5%,-3.6,-0.2,8.3,2.9,-3.1%
CCCS(=O)(=O)N1CC(=O)N(c2ccc(C)c(Cl)c2)C(C)(C(=O)NC2CCCCCC2)C1 (stereo unspecified),-1.1%,-1.3,-17.4%,0.8%,.,-0.5,-1.2,-11.3,-8.6%
CC12CN(S(=O)(=O)c3ccccc3)CC(C)(CN(S(=O)(=O)c3ccccc3)C1)C2,5.9%,0.3,-8.8%,-1.6%,5.7,-0.5,1.6,-10.1,-2.1%[57.1 µM]
Cc1ccccc1-c1nnc(SC(C)C(=O)NC2CCCC2)o1 (stereo unspecified),-18.1%,-0.5,-11.0%,-8.3%,-8.5,-0.6,1.5,-6.4,-6.4%
Cc1sc(NC(=O)c2ccco2)c(C(=O)c2ccc(Cl)cc2)c1C,-12.7%,1.2,-6.6%,10.9%,-13.5,0.1,1.7,-8.0,-18.2%
O=C(COC(=O)CNS(=O)(=O)c1ccc(F)c(F)c1F)Nc1ccc(OC(F)F)cc1,7.8%,-0.1,-22.4%,7.7%,3.6,-0.1,-1.4,-1.3,-2.2%
COc1ccc(C(=O)Nc2ccc(C)cn2)c(OC)c1,16.2%,0.0,-0.6%,10.0%,-6.6,0.4,-7.3,6.8,2.9%
Cc1ccc2nc(Cl)c(C#N)cc2c1,10.9%[57.1 µM],0.6,-16.4%,1.9%,-3.8,0.1,-3.8,-2.0,4.8%[57.1 µM]
CCOc1ccc(NC(=O)CSc2nc3ccccc3c(=O)n2CCNC(C)=O)cc1,14.8%,.,-8.9%,5.9%,.,0.4,0.7,6.3,8.1%

# Some of the entries so far, as tab-separated lines.
structure	TrxR1 inh	D2 ag	USP1-UAF1 inh	mIDH1 inhibitor	D2 antag	TRHR ag	PI4K2A block	TRHR PAM	TrxR1 substrate
CCCOc1ccc(/C=C2/C(=O)ON=C2C)cc1OCC	?	-1.1	-25.5%	-5.4%	0.6	-0.1	3.3	-1.9	-1.3%
O=c1c2ccccc2nnn1-c1ccc(Br)cc1	-6.3%	-0.3	-14.7%	-3.5%	-3.6	-0.2	8.3	2.9	-3.1%

# Next entries follow.
SMILES,TrxR1 inh,D2 ag,USP1-UAF1 inh,mIDH1 inhibitor,D2 antag,TRHR ag,PI4K2A block,TRHR PAM,TrxR1 substrate
O=C(CN1CCN(C(=O)N2CCCCC2)CC1)Nc1ccc(F)cc1,16.5%,.,-6.8%,5.8%,.,0.4,-0.4,3.9,10.9%
CCOC(=O)/C=c1\s/c(=C\c2ccc(C(F)(F)F)cc2)c(=O)n1CC(=O)NCc1ccco1,6.6%[57.1 µM],1.2,-14.5%,1.0%,6.2,1.6,?,1.2,-2.8%[57.1 µM]
O=C(Nc1ccc2c(c1)OCO2)c1cccc2c1C(=O)N(Cc1cccnc1)C2,-5.8%,-1.4,-13.5%,11.3%,-17.1,-0.1,-5.7,1.3,-8.4%
O=C(N/C(=C/c1cccnc1)C(=O)N1CCOCC1)c1ccco1,8.4%,.,-1.4%,1.0%,.,-0.3,1.8,-3.5,4.7%
CCOc1ccccc1CN1CCN(Cc2nc3ccccc3s2)CC1CCO (stereo unspecified),12.6%,-0.1,2.9%,9.2%,-21.5,0.6,-4.6,12.5,-2.1%
COC(=O)CCCC1=CC2=CC(=O)C(C)(OC(=O)c3cccs3)C(=O)C2=CN1c1cccc(C#N)c1 (stereo unspecified),-21.7%[57.1 µM],.,?,-3.4%,.,0.7,-8.6,-2.6,-6.3%[57.1 µM]
CN(CC(=O)Nc1ccc(F)cc1)C(=O)CCc1nc2sc3c(c2c(=O)[nH]1)CCCC3,-7.5%,0.6,-21.4%,1.3%,5.3,-0.1,-6.2,-1.2,-1.7%
